# NALP3 yeast inh: blocks the NALP3 inflammasome reconstituted in yeast. Yeast reconstituted NLRP3/ASC/caspase-1, beta-gal luminescence, 24 h. inhibition, % at 10 µM. hit rate 0.39% among 330,000. AID 2825;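 active means inhibition of 50% or more; inactive means inhibition below 50%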;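 further: plate controls were induced DMSO wells for no effect and uninduced yeast grown without galactose for full effect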
# PfG6PD inh: PfG6PD (Plasmodium falciparum) enzyme inhibition | PfGluPho enzyme, NADPH resazurin-diaphorase fluorescence | hit rate 0.78% among 350,000 | inhibition, % at 20 µM;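 active means inhibition reaching at least a set limit at 20 µM in the primary screen, cut at about 59% in these data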;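 further: 0% = DMSO wells with substrate and 100% = DMSO wells lacking glucose-6-phosphate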
# SENP7 block: SENP7 protease inhibition; Q9BQF6; recombinant SENP7, Z-RLRGG-aminoluciferin luminescence, 40 min; inhibition, % at 5 µM; hit rate 1.5% among 330,000; AID 434973;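 active means inhibition above about 50% at the single test dose, limit read from the data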;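 further: plate controls were DMSO with enzyme for no effect and no enzyme buffer wells for full effect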
# SENP8 block-1: SENP8 (human) protease inhibition | recombinant SENP8, Nedd8 substrate fluorescence | inhibition, % at 20 µM | hit rate 0.64% among 360,000 | AID 602440; in the data active means inhibition mostly above about 40%, no sharp cut-off; inactive means mostly below about 27%
# Target sequence (Q96LD8 whole entry, looked up): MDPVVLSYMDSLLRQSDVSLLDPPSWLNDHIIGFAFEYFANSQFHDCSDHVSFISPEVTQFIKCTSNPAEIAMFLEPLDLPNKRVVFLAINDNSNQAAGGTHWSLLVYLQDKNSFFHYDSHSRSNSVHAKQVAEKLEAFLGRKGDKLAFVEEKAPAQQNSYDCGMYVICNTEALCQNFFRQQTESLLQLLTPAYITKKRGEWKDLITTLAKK
# HKDC1 inh: inhibitors of human hexokinase HKDC1. AID 493160. recombinant HKDC1, G6PDH/diaphorase resazurin coupled fluorescence. inhibition, % at 20 µM. hit rate 0.16% among 340,000. Q2TB90;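 active means inhibition above about 35% when tested at 20 µM, limit read from the data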;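 further: plate controls were DMSO wells with enzyme for no effect and DMSO wells lacking enzyme for full effect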
#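 Test system: recombinant HKDC1 (HK5) hexokinase enzyme, produced in-house / Doses: 20 µM test compound, 1% DMSO / Timing: 90 min, room temperature / Detection: G6PDH/diaphorase-coupled fluorescence, 1 mM NADP, 100 µM resazurin, 525/613 nm / Control set: DMSO wells with and without enzyme mix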
# SENP8 block-2: inhibitors of human SENP8 protease; Q96LD8; purified SENP8, Z-RLRGG-aminoluciferin cleavage, luminescence; inhibition, % at 10 µM; hit rate 1.2% among 330,000; AID 2540; in the data active means inhibition above about 50%
# SENP6 block: blocks the human protease SENP6; Q9GZR1; Recombinant SENP6 catalytic domain, aminoluciferin luminescence; inhibition, % at 10 µM; hit rate 1.8% among 330,000; AID 2599;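 active means inhibition above about 50% at the single tested dose, limit read from the data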;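 further: plate controls were DMSO wells with enzyme for no effect and DMSO wells lacking enzyme for full effect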
# Target sequence (Q9GZR1 628-1112 limits assumed): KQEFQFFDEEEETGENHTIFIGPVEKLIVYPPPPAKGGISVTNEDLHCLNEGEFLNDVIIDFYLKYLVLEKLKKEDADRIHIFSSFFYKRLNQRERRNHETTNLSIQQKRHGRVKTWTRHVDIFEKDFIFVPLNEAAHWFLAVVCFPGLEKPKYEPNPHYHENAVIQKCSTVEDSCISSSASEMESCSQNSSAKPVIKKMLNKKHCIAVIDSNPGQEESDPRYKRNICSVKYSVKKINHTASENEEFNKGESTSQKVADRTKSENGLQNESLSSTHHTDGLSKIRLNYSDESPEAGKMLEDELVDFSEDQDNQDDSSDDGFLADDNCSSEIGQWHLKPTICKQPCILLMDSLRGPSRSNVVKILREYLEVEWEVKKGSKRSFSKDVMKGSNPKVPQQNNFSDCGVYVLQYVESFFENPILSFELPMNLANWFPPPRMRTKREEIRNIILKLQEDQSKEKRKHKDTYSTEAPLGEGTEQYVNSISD
# SENP1 inh: blocks the human SENP1 SUMO protease catalytic domain; inhibition, % at 10 µM; Q9P0U3; recombinant SENP1 catalytic domain, CyPet-SUMO1-YPet FRET cleavage; hit rate 0.21% among 360,000; AID 624204;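 active means inhibition at least 30% at 10 µM, raw YFP signal under a set limit, fluorescence ratio 0.5 to 1.5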;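 further: 0% = enzyme with DMSO and 100% = no enzyme wells; some results filed as inactive read as strong as hits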
# Target sequence (Q9P0U3 419-644 limits assumed): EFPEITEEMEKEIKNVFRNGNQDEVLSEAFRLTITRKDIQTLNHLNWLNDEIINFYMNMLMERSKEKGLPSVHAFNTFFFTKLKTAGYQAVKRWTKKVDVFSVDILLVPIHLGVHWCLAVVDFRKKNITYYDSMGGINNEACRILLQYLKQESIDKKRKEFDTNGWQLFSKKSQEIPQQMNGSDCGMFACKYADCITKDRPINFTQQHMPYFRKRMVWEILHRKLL
#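 Controls: no-enzyme wells low, DMSO-plus-enzyme wells high control. Test system: human recombinant His6-tagged SENP1 catalytic domain enzyme. Reagent: SFCypet-SUMO1-SFYpet FRET protein substrate, 25 nM final. Doses: one dose per compound, 10 µM, 0.5% DMSO. Detection: FRET, CFP and YFP emission. Timing: 50 min reaction at room temperature.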
# Apaf-1 inh: blocks human Apaf-1 apoptosome activity; O14727; reconstituted apoptosome caspase-3 activity, DEVD-Rh110 fluorescence; hit rate 0.71% among 330,000; inhibition, % at 20 µM; active means inhibition of at least 40% at 20 µM;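 further: plate controls were DMSO wells for no effect and DEVD-CHO caspase inhibitor wells for full effect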
#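 Material: biochemical Apaf-1 apoptosome reconstitution. Medium: Hepes buffer, pH 7.5. Also added: cytochrome c activation, bis-DEVD rhodamine 110 substrate. Timing: 30 min compound preincubation, 50 min activation, room temperature. Measured by: rhodamine 110 fluorescence at Ex 480/Em 540 nm.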
# Numbers without * were called inactive; . = not tested or not shown.
SMILES,Apaf-1 inh,SENP7 block,HKDC1 inh,SENP6 block,SENP8 block-2,NALP3 yeast inh,PfG6PD inh,SENP1 inh,SENP8 block-1
CCOC(=O)C1CCN(c2c(NCCN3CCCCC3C)c(=O)c2=O)CC1 (stereo unspecified),13,2,-2,-1,-3,11,-2,0,13
Cc1ccc(CNC(=O)CN(C(=O)C2(C)CC(=O)N=C3C=CC=CN32)c2cccc(C)c2C)cc1 (stereo unspecified),0,5,-7,0,-4,4,9,2,-313
Nn1c(SCc2cccc(Br)c2)nnc1-c1cccnc1,2,-8,0,-5,0,-18,12,0,21
Cc1cc(NC(=O)c2c(F)cccc2Cl)no1,-15,0,-11,7,0,-1,6,-3,-13
COc1ccc(NC(=O)CN(C)CC(=O)Nc2cccc(S(=O)(=O)N(C)c3ccccc3)c2)cc1,6,8,2,9,7,7,3,0,4
Cc1ccc(S(=O)(=O)N2CCN(C(=O)COC(=O)C3CC3C)CC2)c(C)c1 (stereo unspecified),-4,2,1,-5,1,10,4,2,6
COc1ccc(C(CNC(=O)COc2cccc(C(F)(F)F)c2)N2CCCC2)cc1 (stereo unspecified),5,4,3,-3,-2,15,-18,-6,7
CCOc1ncccc1C(=O)OCC(=O)Nc1ccc(C(N)=O)cc1,-12,-5,-3,17,-9,-9,1,-1,13
CCC(Sc1nc2ccc(N)cc2s1)C(=O)Nc1nccs1 (stereo unspecified),7,8,6,7,1,19,24,-3,14
Nc1ccc2cccc(O)c2c1,.,.,11,.,.,.,14,-9,-70
CCOc1c(C)cnc2c1c(=O)n(Cc1ccccc1Cl)c(=O)n2C,9,-1,1,-4,-3,6,2,-5,-10
Cc1cc(C)n2nc(SCc3ncc(-c4ccccc4)o3)nc2n1,14,-1,7,4,2,16,18,-4,0
CC1=C(C(=O)OCc2ccccc2)C(c2cccc(Cl)c2Cl)NC(=O)N1CCCCCC(=O)O (stereo unspecified),0,8,2,-7,3,14,0,0,12
CC(=O)OCC(=O)[C@@]1(O)CC[C@H]2[C@@H]3CCC4=CC(=O)C=C[C@]4(C)[C@H]3[C@@H](O)C[C@@]21C,13,-7,-8,-4,-7,19,-1,1,-3
CC(C)(C)c1ccc(OCC(=O)N/N=C/C2CC=CCC2)cc1 (stereo unspecified),26,-13,4,-1,-5,-10,7,3,33
COc1ccc(/C=C2\CCCC3C2=NN(C(=O)c2scnc2C)C3c2ccc(OC)c(OC)c2)cc1OC (stereo unspecified),-2,-3,10,-4,-2,2,45,-7,-218
Cc1ccc(C)c(/C(O)=C2/C(=O)C(=O)N(CCN3CCOCC3)C2c2ccco2)c1 (stereo unspecified),5,4,8,-12,-1,15,10,-6,11
CN(C)CCNC(=O)c1cc2c(s1)-c1ccccc1OC2,4,5,-4,-4,-6,15,11,-14,-371
COC(=O)[C@]1(C)CCC[C@@]2(C)C3CC[C@]4(OC(C)=O)C[C@@]3(CCC21)CC4=O (stereo partly specified),13,-13,-4,-10,-12,24,-7,5,18
Cc1c(C(=O)N2CCc3ccccc3C2)oc2ccccc12,17,5,-1,25,3,18,7,1,11
CN(C(=O)c1ccc2c(c1)S(=O)(=O)N=C1CCCCCN12)c1ccccc1,0,-8,-8,0,-5,-5,-6,0,4
O=C(CCn1c(=O)oc2ccccc21)Nc1cccc([N+](=O)[O-])c1,-3,9,-4,-17,4,0,11,1,10
O=C(O)c1cccc(Nc2ncnc3sccc23)c1,0,86*,-4,91*,80*,13,2,-30,-19
CCOc1ccccc1NC(=O)CCn1nc(C)c(S(=O)(=O)N2CCCCC2)c1C,-10,0,-1,4,-2,5,3,2,13

# One compound at a time (already shown). Values in the order: Apaf-1 inh	SENP7 block	HKDC1 inh	SENP6 block	SENP8 block-2	NALP3 yeast inh	PfG6PD inh	SENP1 inh	SENP8 block-1
# Results for `Cc1ccc(C)c(/C(O)=C2/C(=O)C(=O)N(CCN3CCOCC3)C2c2ccco2)c1` (stereo unspecified) : 5	4	8	-12	-1	15	10	-6	11
# Results for `COc1ccc(/C=C2\CCCC3C2=NN(C(=O)c2scnc2C)C3c2ccc(OC)c(OC)c2)cc1OC` (stereo unspecified) : -2	-3	10	-4	-2	2	45	-7	-218
# Results for `O=C(O)c1cccc(Nc2ncnc3sccc23)c1` : 0	86*	-4	91*	80*	13	2	-30	-19
# Results for `COc1ccc(C(CNC(=O)COc2cccc(C(F)(F)F)c2)N2CCCC2)cc1` (stereo unspecified) : 5	4	3	-3	-2	15	-18	-6	7
# Results for `CN(C)CCNC(=O)c1cc2c(s1)-c1ccccc1OC2` : 4	5	-4	-4	-6	15	11	-14	-371

# (more compounds)
SMILES,Apaf-1 inh,SENP7 block,HKDC1 inh,SENP6 block,SENP8 block-2,NALP3 yeast inh,PfG6PD inh,SENP1 inh,SENP8 block-1
O=C(CSc1nc2ccccc2c(=O)n1-c1ccccc1)NCc1ccco1,-6,0,-6,4,4,-1,-6,-1,5
CC(NC(=O)C1CCN(C(=O)[C@@H]2Cc3ccccc3CN2C(=O)OC(C)(C)C)CC1)c1ccccc1 (stereo partly specified),6,5,0,-2,10,7,11,-3,7
CCOC(=O)C(Oc1ccc(=O)n(-c2ccccc2)n1)C(C)=O (stereo unspecified),-18,84*,6,-22,-5,10,-4,0,10
CCCc1ccc2oc(C(=O)N3CCC(COC)C3)c(C)c2c1 (stereo unspecified),20,-14,-4,9,-19,24,-7,1,30
CCC(CC)n1c(C)cc(=O)n1C(CC)CC,.,.,-2,.,.,.,-1,-1,8
CN(C)C(=O)COC(=O)c1ccccc1Sc1ccccc1C#N,1,-3,-3,-17,-6,4,21,1,9
CC(C)CO/C(=N/S(=O)(=O)c1ccccc1)c1ccccc1,14,2,-3,13,6,-12,-8,1,8
C=CCNC(=O)c1ccc2c(=O)n(Cc3ccccc3OC)c(=S)[nH]c2c1,9,-3,-10,-3,3,2,0,0,12
O=C(NCC1CCCO1)C(c1cccs1)N(C(=O)c1ccc(CN2CCOCC2)o1)c1ccc(Cl)cc1 (stereo unspecified),8,5,-5,0,1,-12,-16,1,-2
CN(CCO)CC(O)Cn1cnc2c1c(=O)n(C)c(=O)n2C (stereo unspecified) (tested in a mixture with another compound),2,-9,-10,-3,-7,13,10,-2,7
O=C(O)c1cccc(-c2ccc(/C=N/Nc3ccc([N+](=O)[O-])cc3)o2)c1,14,9,6,6,-6,29,42,-49,-17
COc1ccc(NC(=O)CSc2cn[nH]n2)cc1OC,-2,4,-6,-8,-2,17,-7,-1,2
Fc1ccc(-c2nc(-c3cnccn3)no2)c(Cl)c1,1,85*,-4,88*,81*,4,-8,0,13
COC(=O)CNC(=O)C1CCN(C(=O)OCc2ccccc2)CC1,11,4,-5,-4,-1,8,-9,1,18
CON(C)C(=O)/C=C/CCCCNC(=O)OC(C)(C)C,7,9,-4,0,2,11,-1,1,11
Cc1[nH]n(-c2ccc([N+](=O)[O-])cc2)c(=O)c1C=NCCc1c(C)[nH]c2ccccc12,15,14,8,7,9,9,8,4,42*
Cc1c(Cl)cccc1NC(=O)CC1SC(=NCC2CCCO2)NC1=O (stereo unspecified),-4,3,-14,-1,0,8,-14,-3,-1
O=C(NCc1nc2ccccc2[nH]1)c1cccs1,-1,13,-7,-6,-11,11,11,1,9
Cc1ccc(NC(=O)COC(=O)Cc2c[nH]c3ccccc23)cc1C,8,0,1,10,-3,20,13,3,6
O=C(/C=C/c1cc([N+](=O)[O-])ccc1OC(F)F)Nc1cccc2ccccc12,0,-2,2,0,-3,26,6,1,28
O=C(O)c1ccccc1/C=N/Nc1ccc(S(=O)(=O)N2CCOCC2)cc1[N+](=O)[O-],-25,0,-4,-7,3,12,3,-1,25
CNc1n[nH]c(=S)s1,-6,-10,-3,-29,-4,10,17,0,6
CCCN(CC(=O)Nc1cc(Cl)ccc1Cl)C(=O)CN1C(=O)C2CCCCC2C1=O (stereo unspecified),5,8,3,-7,4,2,-14,0,16
O=C(NCc1ccccc1)C(c1ccccc1)N(C(=O)c1csnn1)C1CCCC1 (stereo unspecified),5,7,-1,-20,1,17,1,2,12
CC1CC(=O)Nc2ccccc2N1C(=O)CSc1nnnn1C (stereo unspecified),1,7,7,2,-9,21,-11,1,3
Cc1cc(OCCCCn2ccnc2)cc(C)c1Cl,9,-2,-6,-5,-7,16,-3,1,10
C/C(=N\O)c1ccc2c3ccccc3n(C)c2c1,14,-6,-2,19,-16,19,15,-6,-291
Cc1onc(-c2ccccc2)c1C(=O)NC(=S)NNC(=O)c1cc(-c2ccc(F)cc2)n[nH]1,3,4,-35,2,4,15,-45,3,-18
NCCNc1ccc([N+](=O)[O-])c(Sc2nc3ccccc3[nH]2)c1,0,2,-4,9,1,8,-9,2,39
CCCCOc1ccc(Cl)cc1CSc1nncn1N,3,13,-1,7,4,5,14,4,4
Cc1ccc(S(=O)(=O)N2CCCC2)cc1C(=O)NCC(C)(C)N1CCOCC1,14,-10,1,-6,-14,-3,-20,1,11
COc1cccc(CNC(=O)CCC2CCCN(C(=O)c3ccc(OC)c(F)c3)C2)c1 (stereo unspecified),-20,7,-4,-5,-1,-1,-5,2,30
CCc1ccc(S(=O)(=O)/N=C2\C=C(Nc3ccc(O)cc3)C(=O)c3ccccc32)cc1,95*,67*,32,89*,91*,44,94*,3,101*
O=[N+]([O-])c1cccc2ncccc12,-8,-5,-9,-17,-2,-5,-1,2,9
Cc1ccc2c(c1)/C(=N/OC(=O)c1ccc(F)cc1)CCS2,1,5,3,9,-14,-16,0,-1,-63
COc1ccc(CNCCC(c2ccccc2)C2CCOC(C)(C)C2)cc1 (stereo unspecified),7,-2,4,2,-5,8,-6,3,19
CCCCCCn1c(CN2CCCCC2C)nc2c1c(=O)n(C)c(=O)n2C (stereo unspecified),7,-10,8,-17,-8,5,-10,-3,-21
CCN1C(=O)[C@H]2[C@@H](c3ccc(C)cc3)N3C(=O)N(c4cccc(F)c4)C(=O)[C@@]3(C)[C@H]2C1=O,6,8,0,-16,-13,23,5,0,19
CCc1ccc(Nc2n[n+](C)c(-c3ccncc3)s2)cc1,14,15,0,-10,-12,26,45,3,11
COc1ccc(S(=O)(=O)N(C)c2ccc(C(=O)Nc3cccnc3)cc2)cc1OC,2,-1,0,-9,5,8,2,3,13
Cc1cc(NS(=O)(=O)c2ccc(NC(NC(=O)C(C(F)(F)F)C(F)(F)F)(C(F)(F)F)C(F)(F)F)cc2)no1,.,.,2,.,.,.,12,-1,-4
CCc1ccc(NC(=S)Nc2cccc(OC)c2)cc1,1,-7,-2,9,-10,42,0,2,24
CCOC(=O)Cc1csc(NC(=O)/C=C/c2ccc(OC)cc2)n1,5,20,-4,0,-9,28,11,2,-113
